N370S GC mod: N370S glucocerebrosidase modulation, Gaucher chaperone candidate; N370S GC spleen homogenate, 4MU-glucoside fluorescence; hit rate 0.092% among 330,000; P04062; Potency, µM (top dose mostly 59.4 µM), inactives show at the top dose activity change, negative = inhibition, most hits filed as inhibitors;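 further: 0% = full enzyme activity and -100% = no enzyme basal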
KAT2A inh: blocks human GCN5L2 histone acetyltransferase; GCN5L2 HAT assay, ThioGlo1 CoA-SH fluorescence; Potency, µM (series often up to 58.9 µM), inactives show at the highest dose activity change, negative = inhibition, hits mostly inhibitors; Q92830; hit rate 0.21% among 390,000; AID 504327
Target sequence (Q92830 whole entry, looked up): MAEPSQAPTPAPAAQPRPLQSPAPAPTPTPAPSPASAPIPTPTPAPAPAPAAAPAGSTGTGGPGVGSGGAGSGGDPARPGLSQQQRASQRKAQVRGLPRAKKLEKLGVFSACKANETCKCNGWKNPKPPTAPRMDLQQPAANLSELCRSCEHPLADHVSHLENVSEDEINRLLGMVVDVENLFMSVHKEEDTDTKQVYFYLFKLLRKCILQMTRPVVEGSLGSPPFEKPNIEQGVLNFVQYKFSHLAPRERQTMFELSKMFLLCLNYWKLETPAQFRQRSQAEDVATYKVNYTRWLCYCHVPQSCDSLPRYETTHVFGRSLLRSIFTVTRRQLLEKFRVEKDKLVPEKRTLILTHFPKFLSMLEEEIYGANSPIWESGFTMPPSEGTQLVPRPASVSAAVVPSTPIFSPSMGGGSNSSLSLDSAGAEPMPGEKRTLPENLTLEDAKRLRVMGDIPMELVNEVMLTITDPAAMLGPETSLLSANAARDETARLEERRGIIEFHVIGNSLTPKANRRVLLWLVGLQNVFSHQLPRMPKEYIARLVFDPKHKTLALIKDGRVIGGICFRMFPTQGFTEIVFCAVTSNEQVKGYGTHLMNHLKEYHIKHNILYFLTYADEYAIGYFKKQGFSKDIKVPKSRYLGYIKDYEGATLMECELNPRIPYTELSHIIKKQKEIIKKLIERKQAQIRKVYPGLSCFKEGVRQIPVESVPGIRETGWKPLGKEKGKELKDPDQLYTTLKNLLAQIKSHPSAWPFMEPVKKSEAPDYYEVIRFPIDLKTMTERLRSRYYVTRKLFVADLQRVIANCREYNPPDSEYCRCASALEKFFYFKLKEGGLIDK
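Free CoA generated was detected with ThioGlo1 (50uM) fluorescence at Ex340nm/Em540nm, read immediately and after 20 min at room temperature. Enzyme, 20 nM in HEPES pH 7.5 buffer, saw compounds 15 min before adding 75uM H3(1-25) peptide and 70uM acetyl-CoA.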
FEN1 inhibitor: inhibitors of human flap endonuclease 1; Potency, µM (highest dose often 114 µM), for the others: at the top dose activity change, negative = inhibition, hits mostly inhibitors; P39748; Recombinant FEN1 flap cleavage, fluorescence, 15 min; hit rate 0.35% among 390,000; further: nearly all actives have a fitted effect of over 65% in size
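FEN1 at 10 nM, compound pretreatment for 15 min (room temperature), 50 nM final substrate to initiate; endpoint reads at 0 and 15 min; DMSO-only plates used as vehicle background.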
* = called active by the depositor; ? = inconclusive; nt = no result given; & = joins results of further samples; [ ] = dose if it differs, or a comment. The call rests on the fitted dose curve; in most records, active means well fitted curve in the direction sought with a large enough effect; inconclusive means small, poorly fitted or top-dose-only effect, or another doubt; inactive means no such curve, though single readings can be large; an effect the other way counts as inactive or inconclusive. Unless noted, on the % scale 0 is the no-effect control and ±100 the full control effect; potency means the concentration at half of the fitted maximal effect. The list is partial; the hit share may differ from the screen's.

nr	N370S GC mod	KAT2A inh	FEN1 inhibitor	molecule
1	-6%	21%	11%	CCN(CC)CCCNC(=O)c1ccc(CS(=O)(=O)c2ccccc2OC)o1
2	nt	-1%	7%	CC1Cc2ccccc2N1S(=O)(=O)c1cccc(C(=O)NCc2ccco2)c1 (stereo not drawn)
3	3%	3%	nt	CC1(C)O[C@@H]2[C@@H](CO[C@@]3(COS(N)(=O)=O)OC(C)(C)O[C@@H]23)O1
4	0%	-20%	-8%	COc1ccc(C(=O)Nc2sc(C)c(-c3ccccc3)c2C#N)cc1OC
5	-27%	-2%	13%	CCOC(=O)C1(CC2CC2)CCN(Cc2ccc3cccc(F)c3n2)CC1
6	5%	-3%	-14%	COc1ccc(NS(=O)(=O)c2cccc(NC(=O)NC3CCCCC3)c2)cc1
7	3%	-12%	13%	CCOC(=O)Cc1nn(Cc2nc(-c3ccc(C#N)cc3)cs2)c(=O)c2ccccc12
8	0%	-6%	-4%	CCCCn1c(SCC(=O)c2ccc(OC)c(OC)c2)nc2cc(S(N)(=O)=O)ccc21
9	nt	-2%	9%	COc1ccc(NC(=O)Cn2ccc(C(F)(F)F)n2)cc1S(=O)(=O)N1CCOCC1
10	5%	-14%	0%	CCOC(=O)C1(Cc2cccc(OC)c2)CCN(C(C)COC)CC1 (stereo not drawn)
11	5%	-4%	-5%	NC(=O)c1oc2ccccc2c1NC(=O)c1ccc(F)cc1
12	-7%	-2%	-11%	COc1cccc(-c2noc(C3CCCN(S(=O)(=O)c4cccc(Cl)c4C)C3)n2)c1 (stereo not drawn)
13	-25%	-3%	0%	Cc1ccc(C)[n+](CC(=O)c2ccc(-c3ccccc3)cc2)c1
14	?	-22%	0%	CCc1ccc(C(=O)CSC2=C(C#N)C(c3ccco3)C(C(C)=O)=C(C)N2)cc1 (stereo not drawn)
15	-4%	6%	-16%	O=C(NCc1n[nH]c(=S)n1-c1cccc(Cl)c1)c1ccc(S(=O)(=O)N2CCCC2)cc1
16	23%	-5%	-5%	CCn1c(O)c(C=NCc2cccs2)c(=O)n(CC)c1=S
17	nt	-7%	-2%	Cc1cc(C)cc(-n2c(SCC(=O)NCc3ccc(F)cc3)nc3c([nH]c4ccccc43)c2=O)c1
18	-25%	-12%	-14%	CC(C)Oc1ccc(/C=C(/NC(=O)c2ccccc2)C(=O)NCCC(=O)O)cc1
19	5%	-7%	-18%	O=c1[nH]cc(COCc2ccccc2)c(=O)[nH]1
20	2%	-2%	-6%	O=C(Nc1nc(-c2ccc(S(=O)(=O)N3CCCC3)cc2)cs1)c1ccco1
21	nt	-7%	-3%	COCc1nc2ccccc2n1Cc1ccc(C(C)(C)C)cc1
22	nt	-4%	6%	Nc1cc(=O)nc(SCC(=O)Nc2cccc(Cl)c2)n1CCc1ccccc1
23	-1%	-1%	-7%	O=C(COC(=O)c1cccc(S(=O)(=O)N2CCc3ccccc32)c1)Nc1ncc(C(F)(F)F)cc1Cl
24	0%	-7%	-7%	COc1ccc(CNc2c(CO)cnc3c2cnn3C)cc1
25	15%	-15%	-16%	Cc1ccc(-c2cnc(SCC(=O)N3CCCc4ccccc43)n2C)cc1
26	14%	-8%	-8%	CC(C)(C)S(=O)(=O)c1nc2ccccc2s1
27	nt	2%	3%	CC(C)C(=O)Nc1cccc(NC2=NS(=O)(=O)c3ccccc32)c1
28	-19%	-2%[0.501 µM]	-12%	N#CCSC1=Nc2ccccc2C2=NC(CCC(=O)N3CCN(c4ccccc4)CC3)C(=O)N12 (stereo not drawn)
29	3%	16%	-1%	CCc1cccc(N(C(=O)c2csnn2)C(C(=O)NC(C)(C)C)c2ccncc2)c1 (stereo not drawn)
30	6%[12.8 µM]	nt	-13%	CCOC(=O)CN1C(=O)N[C@@H](c2ccco2)C(C(=O)OC)=C1C

Brought forward from above: 5 entries, followed by the next part.
nr	N370S GC mod	KAT2A inh	FEN1 inhibitor	molecule
26	14%	-8%	-8%	CC(C)(C)S(=O)(=O)c1nc2ccccc2s1
27	nt	2%	3%	CC(C)C(=O)Nc1cccc(NC2=NS(=O)(=O)c3ccccc32)c1
28	-19%	-2%[0.501 µM]	-12%	N#CCSC1=Nc2ccccc2C2=NC(CCC(=O)N3CCN(c4ccccc4)CC3)C(=O)N12 (stereo not drawn)
29	3%	16%	-1%	CCc1cccc(N(C(=O)c2csnn2)C(C(=O)NC(C)(C)C)c2ccncc2)c1 (stereo not drawn)
30	6%[12.8 µM]	nt	-13%	CCOC(=O)CN1C(=O)N[C@@H](c2ccco2)C(C(=O)OC)=C1C
31	-1%	-1%	9%	COCC(=O)N(c1ccc(C(C)C)cc1)C1C=CS(=O)(=O)C1 (stereo not drawn)
32	nt	1%	0%	O=C(Nc1nnc(C2CC2)s1)c1ccc(Cl)nc1
33	-1%	-1%	3%	Cc1ccc(C(=O)Nc2ccc(S(=O)(=O)N3CCOCC3)cc2)cc1
34	0%	-7%	-18%	CCOC(=O)C1C(=O)CC(C)(O)C(C(=O)OCC)C1c1cc(Br)ccc1OC (stereo not drawn)
35	7%	-6%&3%	3%&18%	CC1(C)Cc2c(c(N3CCOCC3)nc3sc(C(=O)Nc4ccc(Cl)cc4)c(N)c23)CO1
36	6%	-1%	-4%	Cc1ccc(CNC(=O)COC(=O)CCC(=O)c2cccs2)cc1
37	?	0%	-9%	Cc1cc(S(=O)(=O)Nc2ccc(C(=O)NCCCn3ccnc3)cc2)ccc1F
38	4%	-6%	-1%	Cc1nn(-c2ccccc2)c(N2CCCC2)c1/C=C1\N=C(c2ccc(F)cc2)OC1=O
39	nt	-7%	-12%	COc1ccc(Cl)cc1NC(=O)c1c(NCc2cccs2)sc2c1CCC(C)C2 (stereo not drawn)
40	?	-1%	-19%	O=C(Nc1nccs1)c1c(O)c2c([nH]c1=O)CCCC2
41	-7%	16%	14%	COc1ccc([C@@H]2C=C(C(=O)O)O[C@H](OCCCCO)C2)cc1
42	nt	-20%	-1%	Cc1nc(N2CCCC2)c2c(C(=O)Nc3cccc(C)c3C)c(C)oc2n1
43	12%	-7%	0%	CCN(CC)C(=O)c1cccc2c1C(=O)c1ccccc1-2
44	nt	2%	-1%	CCOC(=O)c1ccccc1NC(=O)c1sc2nc(-c3ccc(F)cc3)cn2c1C
45	5%	?	0%	Cc1ccc(-c2nc3ccccc3c(=O)n2NC(=O)c2cccs2)cc1
46	2%	2%	6%	CN(C)CCCCOc1ccc(Br)cc1Cl
47	4%	-3%	15%	COC(=O)Cn1cnc2c(nnn2-c2ccc(F)cc2)c1=O
48	2%	50%[activator]	-1%	Cc1cc(C)nc(N/N=C/c2ccccc2OCc2ccc(Cl)cc2)n1
49	nt	-6%	-1%	Cc1cccc(Cc2c(C)nc3nc(SCC(=O)NCc4ccc(F)cc4)nn3c2C)c1
50	-4%	2%	14%	CC1CCN(S(=O)(=O)c2ccc(NC(=O)N3c4ccccc4Sc4ccccc43)cc2)CC1
51	-6%	-6%	2%	CCc1ccc(C(=O)C(C)OC(=O)Cn2cnc3c2c(=O)n(C)c(=O)n3C)cc1 (stereo not drawn)
52	1%	4%	2%	CSCCC(NC(=O)c1ccc([N+](=O)[O-])cc1Cl)C(=O)OCC(=O)NC(=O)CN1CCCC1=O (stereo not drawn)
53	-10%	-9%	-17%	CCOC1=C/C(=C/c2c(N)n3nc(S(=O)(=O)CC)sc3nc2=O)C=CC1=O
54	-15%	-5%	8%	O=C(CCS(=O)(=O)c1ccc2c(c1)NC(=O)CO2)NCCc1ccc(Cl)cc1
55	1%	-3%	-5%	C=CCNC(=O)c1ccncc1
56	7%	-3%	-3%	Cc1nnc(SCc2cnc(-c3ccccc3)o2)[nH]c1=O
57	-13%	-14%	-12%	CCCCNC(=O)c1ccc(N2CCOCC2)c(NS(=O)(=O)c2ccc(OC)cc2)c1
58	0%	-21%	-9%	O=C(CCC(=O)n1ncc2ccccc21)NCc1ccc(F)cc1
59	3%	-2%	-1%	O=C(CCSCc1ccccc1F)NCc1cccnc1
60	nt	-14%	-9%	COC(=O)CN1C(=O)[C@H]2[C@@H](/C=C/c3ccccc3)N3C(=O)CN(Cc4ccc(-c5ccccc5)cc4)C(=O)[C@@]3(C)[C@H]2C1=O

7 entries from above in a different format:
cpd | mol | N370S GC mod | KAT2A inh | FEN1 inhibitor
57 | CCCCNC(=O)c1ccc(N2CCOCC2)c(NS(=O)(=O)c2ccc(OC)cc2)c1 | -13% | -14% | -12%
39 | COc1ccc(Cl)cc1NC(=O)c1c(NCc2cccs2)sc2c1CCC(C)C2 (stereo not drawn) | nt | -7% | -12%
54 | O=C(CCS(=O)(=O)c1ccc2c(c1)NC(=O)CO2)NCCc1ccc(Cl)cc1 | -15% | -5% | 8%
56 | Cc1nnc(SCc2cnc(-c3ccccc3)o2)[nH]c1=O | 7% | -3% | -3%
50 | CC1CCN(S(=O)(=O)c2ccc(NC(=O)N3c4ccccc4Sc4ccccc43)cc2)CC1 | -4% | 2% | 14%
48 | Cc1cc(C)nc(N/N=C/c2ccccc2OCc2ccc(Cl)cc2)n1 | 2% | 50%[activator] | -1%
49 | Cc1cccc(Cc2c(C)nc3nc(SCC(=O)NCc4ccc(F)cc4)nn3c2C)c1 | nt | -6% | -1%

Additional results:
nr	N370S GC mod	KAT2A inh	FEN1 inhibitor	molecule
61	nt	-16%	-18%	CCc1cccc(NC(=O)c2cnc(N3CCOCC3)c3ccccc23)c1
62	10%	-7%	-9%	COc1ccccc1N1C(=O)CC1(C#N)c1ccc(OCc2ccccc2)cc1 (stereo not drawn)
63	nt	-2%	-17%	O=C(COC(=O)c1ccc[nH]c1=O)NCC12CC3CC(CC(C3)C1)C2
64	-10%	-3%	-14%	COc1ccc(N(CC(=O)N2CCN(c3cccc(C)c3)C(C)C2)S(=O)(=O)c2c(C)n[nH]c2C)cc1 (stereo not drawn)
65	-1%	-3%	6%	CCCOc1ccc(CCC(=O)N/N=C/c2ccco2)cc1
66	nt	-3%	12%	O=C(O)c1ccc(-c2noc(-c3cccc(Cl)c3)n2)cc1
67	-5%	-4%	24%	CCCCN1C2CCCC1CC(NC(=O)c1ccccc1Cl)C2 (stereo not drawn)
68	?	-16%	-21%	C[C@H](NC(=O)c1nc[nH]c1C(=O)NC(c1ccccc1)c1ccccc1)C(=O)OCc1ccccc1
69	-4%	-17%	17%	CC1CC(C)CN(C(=O)CN(C)S(=O)(=O)c2ccc3c(c2)c(=O)n(C)c(=O)n3C)C1 (stereo not drawn)
70	-3%	0%	-5%	CCOC(=O)C1(CC2CCCCO2)CCN(Cc2nc3ccccc3nc2C)CC1 (stereo not drawn)
71	6%	0%	-1%	COC(=O)Nc1ccc(S(=O)(=O)NCc2ccccn2)cc1
72	-15%	-2%	-17%	CC(=O)Nc1ccc(Nc2nc3ccccc3nc2NS(=O)(=O)c2ccccc2)cc1
73	-3%	-14%	-6%	S=C1CCC(c2ccc(Cl)cc2)=NN1c1ccccc1
74	3%	-18%	-11%	O=C(CSc1nc(NS(=O)(=O)c2ccccc2)cc(=O)[nH]1)Nc1ccc(Cl)cc1
75	?	0%	2%	CCOc1ccccc1-c1nc(-c2cc3ccc(C)cc3[nH]c2=O)no1
76	2%	31%[activator]	0%	Fc1ccc(CSc2ccc3nnc(-c4cccs4)n3n2)cc1
77	nt	-6%	8%	COC(=O)c1cc2oc(C)cc2n1Cc1ccccc1Cl
78	nt	0%	-16%	Cc1ccccc1-c1nc(CS(=O)(=O)CC(=O)NCc2cccc(Cl)c2)c(C)o1
79	-12%	0%	-2%	CCOc1cc(/C=N/NC(=O)CCn2nnc3ccccc32)ccc1O
80	13%	-7%	?	O=C(NC(=S)Nc1cccc(Cl)c1N1CCCCC1)c1cccs1
81	nt	2%	-14%	CC(C)CC1(C)NC(=O)N(CC(=O)Nc2ccccc2Br)C1=O (stereo not drawn)
82	?	2%	-1%	Cc1ccc(Cl)c(NC(=O)COC(=O)c2ccccc2C(=O)c2ccc(Cl)c([N+](=O)[O-])c2)c1Cl
83	-14%	-8%	-3%	Cn1c(Cc2ccccc2)nnc1SCC(=O)Nc1ccccc1
84	-1%	-4%	-5%	CN(CC(=O)NCc1ccccc1Cl)S(=O)(=O)c1ccc2c(c1)n(C)c(=O)c(=O)n2C
85	nt	-15%	19%	COc1ccc(NC(=O)c2sc3nc4n(c(=O)c3c2C)CCC4)c(OC)c1
86	1%	nt	-5%	COc1ccccc1CNC(=O)Cn1cccc1
87	nt	-2%	0%	COc1cccc(NC(=O)CN(C)C(=O)CNC(=O)c2sc3ccccc3c2Cl)c1
88	-11%	?	2%	COc1ccc(S(=O)(=O)N2CCOC2CNC(=O)C(=O)NCc2ccco2)cc1OC (stereo not drawn)
89	-5%	-9%	7%	CCOc1ccc(N2CC(C(=O)Nc3nnc(Cc4ccc(OC)c(OC)c4)s3)CC2=O)cc1 (stereo not drawn)
90	-16%	-1%	2%	CCOc1ccc(CN2CCN(Cc3[nH]c4ccccc4c3C)CC2CCO)cc1 (stereo not drawn)

Of the compounds above, these have bromine.
nr	N370S GC mod	KAT2A inh	FEN1 inhibitor	molecule
34	0%	-7%	-18%	CCOC(=O)C1C(=O)CC(C)(O)C(C(=O)OCC)C1c1cc(Br)ccc1OC (stereo not drawn)
46	2%	2%	6%	CN(C)CCCCOc1ccc(Br)cc1Cl
81	nt	2%	-14%	CC(C)CC1(C)NC(=O)N(CC(=O)Nc2ccccc2Br)C1=O (stereo not drawn)
